High-throughput results (PubChem BioAssay)
NPR1 activator – GC-A stimulated cGMP production enhancers – HEK293 GC-A cells, cGMP TR-FRET, EC30 ANP, primary screen; 370,000 compounds, 0.14% hits; 0% at EC30 ANP, 100% saturating ANP; activation, % at 10 µM; Atrial natriuretic peptide receptor 1 (Homo sapiens), P16066; in the data active means activation above about 40%
HTRA1 inhibitor – HTRA1 serine protease inhibitors, primary screen, biochemical, fluorescence polarization, HTS | Q92743 | recombinant HTRA1, FP-rhodamine activity-based probe | inhibition, % at 5.96 µM | 340,000 compounds, 0.5% hits | AID 504803, 2011; in the data active means inhibition above about 36%;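 further: 0% = enzyme with DMSO and 100% = wells lacking enzyme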
Target sequence (Q92743 whole entry, looked up): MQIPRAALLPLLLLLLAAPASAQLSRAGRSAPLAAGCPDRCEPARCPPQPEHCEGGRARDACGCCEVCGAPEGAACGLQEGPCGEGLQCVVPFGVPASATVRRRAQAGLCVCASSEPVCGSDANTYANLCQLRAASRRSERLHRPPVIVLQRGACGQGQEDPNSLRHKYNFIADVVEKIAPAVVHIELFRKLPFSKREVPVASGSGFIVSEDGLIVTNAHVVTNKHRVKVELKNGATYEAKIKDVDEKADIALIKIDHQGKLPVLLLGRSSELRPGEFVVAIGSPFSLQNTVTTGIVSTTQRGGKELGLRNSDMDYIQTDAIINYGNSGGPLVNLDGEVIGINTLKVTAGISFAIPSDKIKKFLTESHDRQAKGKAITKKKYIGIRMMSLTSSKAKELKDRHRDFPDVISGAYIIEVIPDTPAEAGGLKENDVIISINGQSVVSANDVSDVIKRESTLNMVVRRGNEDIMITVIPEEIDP
PG9 Ab binder – binders of HIV-1 gp120 antibody PG9, primary screen, biochemical, TR-FRET | HIV-1 gp120 / PG9 antibody interaction | TR-FRET gp120-PG9 antibody binding | inhibition, % at 6.7 µM | 360,000 compounds, 0.43% hits; in the data active means inhibition above about 8.5%
ASAP1 inh – inhibitors of human ASAP1 ArfGAP activity, primary screen, biochemical, fluorescence polarization; 360,000 compounds, 0.19% hits; ASAP1-stimulated ARF1 GTP hydrolysis, GDP FP detection; inhibition, % at 16.5 µM; in the data active means inhibition above about 25%;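 further: 0% = vehicle with enzyme and substrate and 100% = no enzyme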
Target sequence (Q9ULH1 325-724 limits assumed): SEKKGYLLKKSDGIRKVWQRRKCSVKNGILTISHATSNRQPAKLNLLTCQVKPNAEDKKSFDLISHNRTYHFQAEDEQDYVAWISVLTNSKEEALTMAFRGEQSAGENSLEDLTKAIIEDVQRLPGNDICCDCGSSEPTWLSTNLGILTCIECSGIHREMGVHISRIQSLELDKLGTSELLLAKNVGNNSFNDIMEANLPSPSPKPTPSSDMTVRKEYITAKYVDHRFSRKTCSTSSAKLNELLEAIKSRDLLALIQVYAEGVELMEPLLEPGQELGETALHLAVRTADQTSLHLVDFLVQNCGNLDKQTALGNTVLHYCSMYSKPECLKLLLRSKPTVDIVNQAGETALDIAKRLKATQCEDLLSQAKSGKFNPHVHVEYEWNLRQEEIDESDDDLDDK
ARFGAP1 inhibitor – inhibitors of rat ARFGAP1 GAP activity, primary screen, biochemical, fluorescence polarization, GDP tracer | inhibition, % at 16.5 µM | Arfgap1-stimulated ARF1 GTP hydrolysis, GDP FP detection | 360,000 compounds, 0.26% hits;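 active means inhibition above a per-plate limit, mean inhibition of low control wells plus 3 SD, cut at about 25% in these data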;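 further: 0% = DMSO wells with enzyme and 100% = wells lacking Arfgap1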
Target sequence (Q62848 1-136 limits assumed): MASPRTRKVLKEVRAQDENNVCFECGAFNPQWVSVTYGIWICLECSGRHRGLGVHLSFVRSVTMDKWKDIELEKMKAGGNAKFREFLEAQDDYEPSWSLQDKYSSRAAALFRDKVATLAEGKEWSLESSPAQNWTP
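Material: rat Arfgap1 catalytic domain, aa 1-136; also added: human ARF1(Δ1-17)-GTP substrate; compound dosing: one concentration, 16.5 µM, DMSO 1.26%; incubation: GTP hydrolysis reaction 2 h at 25 °C; measured by: Tracer-displacement fluorescence polarization with EDTA stop, 620/688 nm; evaluation: % inhibition from polarization; repeats: one replicate per compound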
rCAG RNA binder – binders of r(CAG) RNA repeats, primary screen, biochemical, fluorescence | inhibition, % at 3 µM | 370,000 compounds, 1.3% hits | r(CAG) RNA repeat, TO-PRO-1 dye displacement fluorescence;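 active means inhibition above the plate cutoff, the mean of all test compounds on that plate plus 3 SD, cut at about 35% in these data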;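 further: 0% = DMSO alone and 100% = 100 µM mitoxantrone as full dye displacement; higher means more dye released from RNA so lower well fluorescence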
ABHD4 inh – ABHD4 inhibitors, primary screen, biochemical, fluorescence polarization, mouse; purified mABHD4, FP-Rh probe fluorescence polarization; inhibition, % at 8.92 µM; 370,000 compounds, 0.54% hits;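 active means inhibition exceeding the mean over every tested compound plus 3 SD, cut at about 30% in these data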;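 further: 0% = plate median of compound wells and 100% = S159A mutant with DMSO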
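Assay system: mouse ABHD4 enzyme, wild type / Also added: fluorescent activity-based probe FP-Rh / Doses: single nominal dose of 8.92 µM, 0.89% DMSO final / Timing: 45 min compound pre-incubation plus 60 min probe step, 25 °C / Signal: FP readout, ex 525 nm / em 598 nm / Control set: S159A mutant/DMSO as 100%, compound-well median as 0%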
SMARCA2 act – SMARCA2 (BRM) function activators, primary screen, cell-based, luminescence, high throughput; MG213 cells, MMTV-luciferase reporter, dexamethasone, overnight; activation, % at 9.1 µM; 370,000 compounds, 1% hits; in the data active means activation above about 7.8%;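 further: 0% = vehicle wells and 100% = reference activator wells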
Rev-erbA mod – modulators of Rev-erb alpha DNA binding, primary screen, biochemical, FITC-DNA, fluorescence polarization, uHTS; 370,000 compounds, 0.79% hits; AID 1259318, 2017; activity, % at 10 µM; Rev-erbα–FITC-DNA binding, 90 min;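 active means activity above about 14%, limit read from the data; passing the limit was not always enough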;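 further: 0% = DMSO wells with 35 nM protein and 100% = DMSO wells with 750 nM protein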
NPR2 activator – human GC-B receptor activators, primary screen, HEK293 GC-B cells, cGMP TR-FRET, EC30 CNP; Atrial natriuretic peptide receptor 2 (Homo sapiens), P20594; 0% at EC30 CNP, 100% saturating CNP; activation, % at 10 µM; 370,000 compounds, 0.11% hits;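 active means activation at 10 µM reaching about 35% in either raw or pattern-adjusted values, limit read from the data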
Numbers without * were called inactive; nt = not tested or not shown.

The first nine compounds, ahead of the listing:
entry	structure	NPR1 activator	HTRA1 inhibitor	PG9 Ab binder	ASAP1 inh	ARFGAP1 inhibitor
1	Cc1noc(C)c1S(=O)(=O)N(C)C[C@H]1Oc2ccc(NC(=O)NC(C)C)cc2C(=O)N([C@H](C)CO)C[C@@H]1C	0	4	-1.5	-2	0
2	CC(=O)c1cccc(NC(=O)Cn2nc(-c3ccccc3Cl)ccc2=O)c1	1	-7	-0.7	-2	4
3	COCCN1C(=O)/C(=C/c2ccc(N3CCCC3)cc2C)SC1=S	-2	-11	1.1	0	-1
4	Cc1ccc(S(=O)(=O)NC(C)CCc2ccccc2)cc1C(N)=O (stereo unspecified)	2	-3	1.1	7	-10
5	COc1ccc(CNC(=O)COC(=O)c2cccnc2Nc2cccc(C(F)(F)F)c2)cc1	-11	-2	-1.6	3	7
6	CCOC(=O)N1CCN(c2cc(=O)n(-c3cccc(C)c3)c(=O)[nH]2)CC1	1	4	-3.2	4	5
7	CC1CN(S(=O)(=O)c2cccc(C(F)(F)F)c2)CN1C(=O)N1CCOCC1 (stereo unspecified)	2	-3	-1.8	-3	4
8	O=C(c1cccc(F)c1)N1CCCC(C(=O)N2CCCC2)C1 (stereo unspecified)	1	-4	1.6	0	2
9	Nc1ncnc2c1ncn2[C@@H]1O[C@H](C(=O)N[C@@H](CCc2ccccc2)C(=O)O)[C@@H](O)[C@H]1O	6	nt	-2.8	-15	-7

entry	rCAG RNA binder	ABHD4 inh	SMARCA2 act	Rev-erbA mod	NPR2 activator
1	-4	0	0	5	-2
2	-1	-2	-5	-3	-1
3	0	-14	-4	25*	-4
4	-2	-2	-5	0	-2
5	6	5	-1	9	-6
6	-1	0	-2	0	7
7	-3	-3	4	6	-6
8	-5	-9	-4	3	-3
9	3	-1	-1	-1	2

The whole of this part, previewed entries included:
entry	structure	NPR1 activator	HTRA1 inhibitor	PG9 Ab binder	ASAP1 inh	ARFGAP1 inhibitor
1	Cc1noc(C)c1S(=O)(=O)N(C)C[C@H]1Oc2ccc(NC(=O)NC(C)C)cc2C(=O)N([C@H](C)CO)C[C@@H]1C	0	4	-1.5	-2	0
2	CC(=O)c1cccc(NC(=O)Cn2nc(-c3ccccc3Cl)ccc2=O)c1	1	-7	-0.7	-2	4
3	COCCN1C(=O)/C(=C/c2ccc(N3CCCC3)cc2C)SC1=S	-2	-11	1.1	0	-1
4	Cc1ccc(S(=O)(=O)NC(C)CCc2ccccc2)cc1C(N)=O (stereo unspecified)	2	-3	1.1	7	-10
5	COc1ccc(CNC(=O)COC(=O)c2cccnc2Nc2cccc(C(F)(F)F)c2)cc1	-11	-2	-1.6	3	7
6	CCOC(=O)N1CCN(c2cc(=O)n(-c3cccc(C)c3)c(=O)[nH]2)CC1	1	4	-3.2	4	5
7	CC1CN(S(=O)(=O)c2cccc(C(F)(F)F)c2)CN1C(=O)N1CCOCC1 (stereo unspecified)	2	-3	-1.8	-3	4
8	O=C(c1cccc(F)c1)N1CCCC(C(=O)N2CCCC2)C1 (stereo unspecified)	1	-4	1.6	0	2
9	Nc1ncnc2c1ncn2[C@@H]1O[C@H](C(=O)N[C@@H](CCc2ccccc2)C(=O)O)[C@@H](O)[C@H]1O	6	nt	-2.8	-15	-7
10	O=S1(=O)c2c(cccc2N2CC[C@@H](O)C2)OCCCN1C1CC1	1	nt	nt	nt	nt
11	CC(=O)Cn1c(=O)oc2ccccc21	5	4	-0.4	8	-1
12	O=C(N/C(=C/c1cccs1)C(=O)N1CCOCC1)c1ccco1	3	3	-1.0	0	6
13	O=C1NCC(Nc2ccccc2)C(=O)N1 (stereo unspecified)	4	4	0.9	1	22
14	Fc1ccc(CN2CCCN(C(=S)Nc3ccc(F)cc3)CC2)cc1	-3	-3	-2.1	13	9
15	Cc1ccc(NC(=O)CSc2nnc(-c3ccco3)o2)c(C)c1	0	-8	-2.3	-7	11

entry	rCAG RNA binder	ABHD4 inh	SMARCA2 act	Rev-erbA mod	NPR2 activator
1	-4	0	0	5	-2
2	-1	-2	-5	-3	-1
3	0	-14	-4	25*	-4
4	-2	-2	-5	0	-2
5	6	5	-1	9	-6
6	-1	0	-2	0	7
7	-3	-3	4	6	-6
8	-5	-9	-4	3	-3
9	3	-1	-1	-1	2
10	2	1	-2	-1	1
11	-1	-12	-2	-6	0
12	1	9	-2	-3	2
13	0	0	-6	6	-2
14	-4	-2	-1	5	0
15	-6	1	-1	2	1

Later entries:
entry	structure	NPR1 activator	HTRA1 inhibitor	PG9 Ab binder	ASAP1 inh	ARFGAP1 inhibitor
16	CCc1ccccc1-n1cnc2cc(C(=O)O)ccc21	4	7	-0.8	-3	-7
17	O=C(COC(=O)c1ccc(NS(=O)(=O)c2ccc(Br)s2)cc1)NC1CCCC1	-2	-2	-2.0	-9	13
18	COc1ccc(Cn2c(C)cc3c(c2=O)C(c2cccs2)C(C#N)=C(N)O3)cc1OC (stereo unspecified)	-1	1	-0.2	8	5
19	Cc1ccc(NC(/C=C/N(C)C)=C/C(=O)C(F)(F)F)c(C)c1	-3	-2	1.8	3	5
20	COc1ccccc1-c1coc2cc(OC(=O)/C=C/c3ccccc3)ccc2c1=O	0	-2	-1.1	-2	-9
21	CC(C)CCNC1=NCCCCC1	0	2	-2.2	-5	0
22	O=C1ON=C(c2cccc([N+](=O)[O-])c2)/C1=C/c1ccc(O)cc1	17	0	0.8	5	4
23	COc1ccc(-c2nn(-c3ccccc3)cc2/C=C/C(=O)OCC(=O)Nc2ccccc2C#N)cc1	3	-5	-0.4	-5	8
24	Cc1ccc(-c2nc(C#N)c(NCCCn3ccnc3)o2)cc1	1	-5	1.0	-9	-5
25	COc1cc(CNc2ccc3[nH]c(=O)[nH]c3c2)ccc1OCc1ccc(F)cc1Cl	2	6	-2.2	4	-2
26	CCN1CCN(C(=O)c2ccc(C)c(S(=O)(=O)Nc3cccc(C)c3)c2)CC1	-1	3	-1.2	-17	2
27	O=C(CSc1nc2ccccc2s1)N1CCOCC1	1	161*	-0.6	1	2
28	CCOC(=O)C1CCCN(Cc2cccc(Cl)c2)C1 (stereo unspecified)	-1	-1	1.5	2	7
29	CCOC(=O)COc1ccc(S(=O)(=O)Nc2ccc(C)cc2)cc1	2	-4	-1.8	4	-6
30	Cc1cc(Br)ccc1NC(=O)CN(C)C(=O)CCSc1ccc(F)cc1	-3	-10	-0.6	-2	3

entry	rCAG RNA binder	ABHD4 inh	SMARCA2 act	Rev-erbA mod	NPR2 activator
16	1	4	1	-1	-2
17	34	7	-6	-4	2
18	9	-2	5	-2	-3
19	2	6	-1	-2	-3
20	0	-7	0	3	6
21	-4	4	1	-6	5
22	23	17	0	4	5
23	3	6	-2	-6	0
24	0	-1	0	-4	-8
25	4	10	0	3	5
26	-5	0	-1	0	3
27	10	3	5	2	-1
28	-8	3	2	0	-1
29	2	-1	-3	-2	6
30	2	1	-3	-1	-4

Two compounds picked at random from those above:
entry	structure	NPR1 activator	HTRA1 inhibitor	PG9 Ab binder	ASAP1 inh	ARFGAP1 inhibitor
27	O=C(CSc1nc2ccccc2s1)N1CCOCC1	1	161*	-0.6	1	2
16	CCc1ccccc1-n1cnc2cc(C(=O)O)ccc21	4	7	-0.8	-3	-7

entry	rCAG RNA binder	ABHD4 inh	SMARCA2 act	Rev-erbA mod	NPR2 activator
27	10	3	5	2	-1
16	1	4	1	-1	-2

Remaining list, next part:
entry	structure	NPR1 activator	HTRA1 inhibitor	PG9 Ab binder	ASAP1 inh	ARFGAP1 inhibitor
31	Cc1ccc(S(=O)(=O)NC2c3cccc4cccc(c34)C2Sc2n[nH]c(N)n2)cc1 (stereo unspecified)	0	-56	-0.7	11	19
32	CCOc1ccccc1NC(=O)Cn1cnc2c(cnn2-c2ccc(C)c(C)c2)c1=O	7	-1	-0.5	6	-5
33	CCOc1ccccc1NC(=O)CSc1nnc(-c2cnccn2)n1C	3	-1	2.6	-4	9
34	COc1cccc(=O)c2c(C)n(C)c(C)c12	-2	15	-1.7	-2	12
35	CC(=O)N(CCCN(C)C)CCC(C)CCC=C(C)C (stereo unspecified)	2	0	-2.0	-2	-14
36	O=C(C(O)c1ccc(Br)cc1)N1CCC(Nc2ccc3[nH]ncc3c2)CC1 (stereo unspecified)	-6	nt	-4.3	7	6
37	CCn1c(SCC(=O)Nc2ccc(C(C)=O)cc2)nc2ccccc21	1	-6	0.0	7	-2
38	COc1ccc(N/C(N)=N/c2nc(CSc3nnc(C)s3)cc(=O)[nH]2)cc1	0	1	-0.4	-11	2
39	CCCC(=O)Nc1c2c(nn1-c1cccc(Cl)c1)CS(=O)(=O)C2	-9	-5	-0.9	16	7
40	CCN(CC)C(=O)CSc1nnc(COc2ccccc2)n1CC	0	3	1.5	2	6
41	CN1CCN(S(=O)(=O)c2cc([N+](=O)[O-])ccc2N2CCCCCC2)CC1	1	-3	0.8	4	-7
42	Cc1nc(N2CCN(C)CC2)c2c3c(sc2n1)CCCC3	-3	1	-1.7	0	9
43	Cn1c(CCC(N)=O)nnc1SCC(=O)Nc1cc(S(=O)(=O)N2CCCC2)ccc1Cl	5	3	1.7	12	8
44	CCc1nnc(NC(=O)CSc2nc(-c3ccccc3)cc(-c3ccc(F)cc3)c2C#N)s1	-5	5	-0.2	8	-4
45	O=c1ccn(Cc2ccccc2)c(=O)n1Cc1ccccc1	0	-7	-0.8	3	-7

entry	rCAG RNA binder	ABHD4 inh	SMARCA2 act	Rev-erbA mod	NPR2 activator
31	18	0	-5	5	-4
32	3	-1	0	6	1
33	-1	-1	0	2	0
34	23	23	-2	-6	1
35	-4	5	-1	-5	-3
36	5	22	2	0	-6
37	-4	5	3	-1	1
38	-3	5	-2	-4	1
39	3	3	2	1	-10
40	-5	-4	-4	-2	3
41	-8	5	-6	-5	-2
42	-10	3	2	3	-6
43	1	1	-1	4	2
44	4	0	-1	13	-10
45	-4	-2	0	-4	1

Carrying on:
entry	structure	NPR1 activator	HTRA1 inhibitor	PG9 Ab binder	ASAP1 inh	ARFGAP1 inhibitor
46	COc1ccc(Nc2nc(NCc3ccco3)nc(N3CCOCC3)n2)cc1	6	8	-0.8	-6	11
47	O=C(NCc1ccccc1Cl)C1CCCN1S(=O)(=O)c1ccc(F)cc1 (stereo unspecified)	-1	2	0.2	0	5
48	Nc1cc(=O)[nH]c(SCC(=O)NCCC2=CCCCC2)n1	2	0	0.4	-11	0
49	C=CCCCOc1ccc(C(=O)O)cc1	0	3	0.3	-2	-12
50	Cc1ccc(NC(=O)[C@H](C)NC(=O)C2CCN(C(=O)[C@@H](N)CC(C)C)CC2)cc1	3	5	-0.5	-6	-2

entry	rCAG RNA binder	ABHD4 inh	SMARCA2 act	Rev-erbA mod	NPR2 activator
46	-7	-7	-3	-6	5
47	3	0	2	4	-1
48	6	-1	5	-2	0
49	1	3	-2	-3	5
50	0	-1	-3	9	6
